AmpC no deterg – inhibitors of E. coli AmpC beta-lactamase without detergent | P00811 | AmpC nitrocefin hydrolysis, absorbance 480 nm, 0.0001% Triton | Potency, µM (doses to about 57.1 µM), for the others: top-dose activity change, negative = inhibition, usual class: inhibitors | hit rate 0.52% among 330,000 | AID 485341;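 further: potency means the concentration at half of the fitted maximal effect; plate controls were no compound for no effect and no enzyme for full effect; nearly all actives have a fitted effect of over 20% in size; some results filed as inactive show a strong effect at the top dose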
Target sequence (P00811 whole entry, looked up): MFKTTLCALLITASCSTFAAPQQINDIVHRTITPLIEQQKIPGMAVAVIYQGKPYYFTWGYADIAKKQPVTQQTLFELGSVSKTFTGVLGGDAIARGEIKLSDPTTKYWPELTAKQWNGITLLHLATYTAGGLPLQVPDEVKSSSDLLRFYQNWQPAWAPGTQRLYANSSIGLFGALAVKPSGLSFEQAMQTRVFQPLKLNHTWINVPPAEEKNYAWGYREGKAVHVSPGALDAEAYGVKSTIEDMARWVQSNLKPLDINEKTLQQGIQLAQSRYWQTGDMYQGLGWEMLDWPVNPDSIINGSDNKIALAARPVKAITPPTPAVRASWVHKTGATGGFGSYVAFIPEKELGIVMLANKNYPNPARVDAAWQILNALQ
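AmpC (5.3 nM in the dispensed reagent) in 20 mM phosphate pH 7.0 with 0.01% (detergent screen) or 0.0001% Triton X-100 was preincubated with compounds for 15 min at room temperature. Nitrocefin was then added from an 800 uM solution, and hydrolysis was followed at 480 nm.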
TbPYK inhibitor – T. brucei pyruvate kinase inhibition; Q57TT1; TbPYK enzyme, Kinase-Glo Plus ATP luminescence, 45 min; Potency, µM (series often up to 76.8 µM), for inactives: top-dose activity, negative = inhibition, most hits filed as inhibitors; hit rate 0.12% among 410,000; further: potency means the concentration at half of the fitted maximal effect; nearly all actives have a fitted effect of over 50% in size
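Activity of T. brucei pyruvate kinase was followed by Kinase-Glo Plus luminescence after the enzyme reacted 45 min at room temperature with 130 uM ADP (final) and substrate. Test compounds were added before ADP at multiple concentrations.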
HCMV antiviral – human cytomegalovirus inhibition | activity change, negative = inhibition, % at 57.5 µM | HFF cells, HCMV-luciferase reporter, 72 h; stronger effect = lower value | hit rate 4.5% among 410,000; in the data active means activity change below about -60%; inconclusive means no clear call, values can overlap the other calls; inactive means above about -39%
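Steps: HFFs plated, 16 h 37C; compounds added; HCMV-luciferase added to MOI 1 PFU/cell; 72 h 37C; OneGlo reagent, 5 min room temperature; luminescence read, normalized to controls.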
AMA1-RON2 inh – AMA1-RON2 (P. falciparum) interaction inhibition | AlphaScreen AMA1-biotinylated RON2 peptide binding | Potency, µM (highest dose often 58.2 µM), for inactives: top-dose activity change, negative = inhibition, actives largely listed as inhibitors | hit rate 0.2% among 360,000;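 further: potency means the concentration at half of the fitted maximal effect; 0% = vehicle wells and -100% = peptide control; nearly all actives have a fitted effect of over 45% in size; some results filed as inactive show a strong effect at the top dose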
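AMA1 (3D7) with his tag at 25 nM final met compounds first, then biotinylated RON2 peptide at 25 nM; detection used donor plus acceptor beads, 10 µg/mL apiece, read by AlphaScreen after 30 min at room temperature.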
LmPK inh – LmPK (Leishmania mexicana) enzyme inhibition; AID 1721; Potency, µM (highest dose often 57.5 µM), for the others: top-dose activity change, negative = inhibition, most hits filed as inhibitors; hit rate 0.37% among 290,000; purified LmPK, Kinase-Glo ATP luminescence, 1 h; further: potency means the concentration at half of the fitted maximal effect
Target sequence (Q27686 whole entry, looked up): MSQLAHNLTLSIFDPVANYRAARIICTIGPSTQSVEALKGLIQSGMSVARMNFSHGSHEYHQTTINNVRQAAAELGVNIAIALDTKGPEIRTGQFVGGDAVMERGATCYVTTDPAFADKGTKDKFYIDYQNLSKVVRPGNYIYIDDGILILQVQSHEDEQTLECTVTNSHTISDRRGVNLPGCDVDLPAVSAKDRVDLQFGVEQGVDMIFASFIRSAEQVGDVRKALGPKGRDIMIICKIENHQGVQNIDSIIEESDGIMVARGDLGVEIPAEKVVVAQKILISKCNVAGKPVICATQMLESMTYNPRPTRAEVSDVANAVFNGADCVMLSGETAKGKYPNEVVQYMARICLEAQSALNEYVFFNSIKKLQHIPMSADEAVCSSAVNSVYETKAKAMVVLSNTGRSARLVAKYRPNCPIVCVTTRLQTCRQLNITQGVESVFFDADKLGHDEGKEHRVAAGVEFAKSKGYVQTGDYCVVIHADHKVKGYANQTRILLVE
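Pyruvate kinase activity monitored as ATP production (luciferase luminescence). Conditions: 0.1 nM enzyme, 0.5 mM PEP, 0.1 mM ADP, 1 h, RT; normalized against uninhibited and no-enzyme wells.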
HCV inhibitor – HCV inhibition | Huh7.5.1 HCVcc-Cre infection, luciferase reporter, 44 h | Potency, µM (series often up to 41.8 µM), inactives show at the highest dose activity change, negative = inhibition, actives largely listed as inhibitors | hit rate 3.4% among 340,000; further: potency means the concentration at half of the fitted maximal effect
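Cells (1,000/well) were plated 4 h before compound, then infected with HCVcc-Cre virus (~0.5 moi). After 44 h further culture, infection was read as luciferase luminescence following a 15 min substrate incubation at room temperature.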
AmpC detergent – blocks E. coli AmpC beta-lactamase in detergent assay | P00811 | AmpC hydrolysis of nitrocefin, absorbance 480 nm, 0.01% Triton | hit rate 0.041% among 370,000 | AID 485294 | Potency, µM (series often up to 114 µM), for inactives: at the top dose activity change, negative = inhibition, most hits filed as inhibitors;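 further: potency means the concentration at half of the fitted maximal effect; 0% = no-compound wells and -100% = no-enzyme wells; nearly all actives have a fitted effect of over 25% in size; some results filed as inactive show a strong effect at the top dose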
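AmpC (5.3 nM in the dispensed reagent) in 20 mM phosphate pH 7.0 with 0.01% (detergent screen) or 0.0001% Triton X-100 was preincubated with compounds for 15 min at room temperature. Nitrocefin was then added from an 800 uM solution, and hydrolysis was followed at 480 nm.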
* marks the source's active call; other numbers are inactive results; & = joins results of further samples; [ ] = remark or other dose. Unless noted, the call rests on the fitted dose curve; in most records, active means well fitted curve in the direction sought with a large enough effect; inconclusive means small, poorly fitted or top-dose-only effect, or another doubt; inactive means no such curve, though single readings can be large; an effect the other way counts as inactive or inconclusive. Unless noted, on the % scale 0 is the no-effect control and ±100 the full control effect.

Screening Cc1ccc(CNC(=O)Cn2c(=O)n(Cc3ccc(F)cc3)c(=O)c3sc4ccccc4c32)cc1 returned TbPYK inhibitor 7%, HCMV antiviral -65* and AmpC detergent 14%.
Screening O=C(N/N=C/c1c[nH]c2ccccc12)c1cccc([N+](=O)[O-])c1 returned AmpC no deterg -22%, TbPYK inhibitor 9%, HCMV antiviral 52, AMA1-RON2 inh 37%[activator], LmPK inh 4%, HCV inhibitor 9% and AmpC detergent inconclusive.
O=C(NNS(=O)(=O)c1ccc(Cl)cc1)c1cccc(S(=O)(=O)N2CCOCC2)c1 was read as AmpC no deterg -12%, TbPYK inhibitor 0%, HCMV antiviral inconclusive, AMA1-RON2 inh 34%[activator], LmPK inh 2%, HCV inhibitor 14% and AmpC detergent -15%.
`CCC1(c2ccccc2)NC(=O)N(CC(=O)NCc2ccc(F)cc2)C1=O` (stereo not drawn) gave AmpC no deterg -3%, TbPYK inhibitor 0%, HCMV antiviral -31, AMA1-RON2 inh 0%, LmPK inh 0%, HCV inhibitor 16% and AmpC detergent inconclusive.
`CC(C)NC(=O)Nc1cccs1` gave AmpC no deterg -9%, TbPYK inhibitor -7%, HCMV antiviral -33, AMA1-RON2 inh 23%, LmPK inh 3%, HCV inhibitor -4% and AmpC detergent inconclusive.
Screening O=C(NCC(c1ccco1)N1CCc2ccccc21)c1ccccc1Cl (stereo not drawn) returned AmpC no deterg -22%, TbPYK inhibitor 1%, HCMV antiviral -12, AMA1-RON2 inh -11%, HCV inhibitor -8% and AmpC detergent -13%.
For CC(=O)Nc1c(Cl)cc2c(c1Cl)Cc1cc(N)ccc1-2 the results were TbPYK inhibitor 6%, HCMV antiviral 59, AMA1-RON2 inh -14% and HCV inhibitor -28%.
Cc1cccc(C(=O)Nc2ccc(S(=O)(=O)N3CCCCC3c3cccnc3)cc2)c1 (stereo not drawn) was read as TbPYK inhibitor 3%, HCMV antiviral -35 and AmpC detergent 6%.
Screening O=C(COC(=O)c1ccc2c(c1)OCCO2)NCc1ccc(Cl)cc1 returned TbPYK inhibitor -9%, HCMV antiviral 19 and AMA1-RON2 inh -4%.
COc1ccc(CCNC(=O)CCc2ccccc2O)cc1OC was read as AmpC no deterg -9%, TbPYK inhibitor 3%, HCMV antiviral -15, AMA1-RON2 inh 13%, HCV inhibitor -7% and AmpC detergent -6%.
`O=C(O)c1cccc(S(=O)(=O)Nc2ccccc2Cl)c1` gave AmpC no deterg 2%, TbPYK inhibitor 2%, HCMV antiviral -14, AMA1-RON2 inh 0%, LmPK inh 3%, HCV inhibitor 9% and AmpC detergent inconclusive.
c1ccc(N2CCN(c3ncnc4c3nc3n4CCCCC3)CC2)cc1 was read as TbPYK inhibitor 1%, HCMV antiviral -76* and AmpC detergent 10%.
`COc1ccc(/C(N)=N/OC(=O)CC2CCCCC2)cc1` gave AmpC no deterg -18%, TbPYK inhibitor 5%, HCMV antiviral -34, AMA1-RON2 inh 48%[activator], LmPK inh -10%, HCV inhibitor -4% and AmpC detergent 2%.
CC(CNC(=O)c1csc2c1CCCCC2)c1ccccc1 (stereo not drawn) was read as TbPYK inhibitor -6%, HCMV antiviral 27 and AmpC detergent 12%.
Nc1c(Cl)cc(-c2[nH]c3cc(C(=O)NCCO)ccc3c(=O)c2O)cc1Cl was read as AmpC no deterg -5%, TbPYK inhibitor -10%, HCMV antiviral 1, AMA1-RON2 inh 83%[activator], LmPK inh 1%, HCV inhibitor -19% and AmpC detergent inconclusive.
COc1cc(NC(=O)c2ccc3c(c2)OCCO3)ccc1NC(=O)c1ccco1 was read as AmpC no deterg -22%, TbPYK inhibitor -2%, HCMV antiviral -26, AMA1-RON2 inh 17%, LmPK inh 5%, HCV inhibitor -29% and AmpC detergent 3%.
Screening Cc1cccc(NC(=O)C2NC(=O)CC2c2ccccc2)c1C (stereo not drawn) returned AmpC no deterg 5%, TbPYK inhibitor -3%, HCMV antiviral -34, AMA1-RON2 inh -13%, LmPK inh 0%, HCV inhibitor -3% and AmpC detergent inconclusive.
For CCn1nc(NS(=O)(=O)c2ccc(NC(C)=O)cc2)c2cc3cc(C)ccc3nc21 the results were AmpC no deterg -7%, TbPYK inhibitor 2%, HCMV antiviral 47, AMA1-RON2 inh 21%, LmPK inh -8%, HCV inhibitor 2% and AmpC detergent 1%.
CCOC(=O)N1CCC(NS(=O)(=O)c2ccc(C)cc2)CC1 was read as AmpC no deterg -3%, TbPYK inhibitor 5%, HCMV antiviral inconclusive, AMA1-RON2 inh 5%, LmPK inh 4%, HCV inhibitor -15% and AmpC detergent -1%.
`O=C(O)c1ccnc(C(=O)O)c1` gave AmpC no deterg 0%, TbPYK inhibitor 2%, HCMV antiviral 15, AMA1-RON2 inh inconclusive, LmPK inh 3% and AmpC detergent -14%.
Screening COc1ccc2cc(CCNC(=O)c3cccc([N+](=O)[O-])c3)c(=O)[nH]c2c1 returned AmpC no deterg 2%, TbPYK inhibitor 1%, HCMV antiviral inconclusive, AMA1-RON2 inh -4%, LmPK inh 0%[11.5 µM], HCV inhibitor -23% and AmpC detergent -2%.
For Cc1ccc(C(=O)N2CCN(C(=O)c3ccco3)CC2)cc1NC(=O)c1ccco1 the results were AmpC no deterg -10%[2.29 µM], TbPYK inhibitor 3%, HCMV antiviral 3, AMA1-RON2 inh -5%, LmPK inh -1%, HCV inhibitor 13% and AmpC detergent -4%.
CS(=O)(=O)C1=NSC2=NC(=O)/C(=C\c3cccn3-c3ccccc3Cl)C(=N)N21 was read as AmpC no deterg -56%, TbPYK inhibitor 4%, HCMV antiviral inconclusive, AMA1-RON2 inh 16%, LmPK inh 0%, HCV inhibitor 4% and AmpC detergent -8%.
Screening COc1ccc(NC(=O)CN2CCc3ccccc3C2)cc1OC returned AmpC no deterg 12%, TbPYK inhibitor -6%, HCMV antiviral 51, AMA1-RON2 inh -2%, LmPK inh -6%, HCV inhibitor 3% and AmpC detergent 3%.
Cc1cc(O)c(C(C[N+](=O)[O-])c2ccc(Cl)cc2Cl)c(=O)o1 (stereo not drawn) was read as AmpC no deterg -29%, TbPYK inhibitor -14%, AMA1-RON2 inh -3%, LmPK inh 1%, HCV inhibitor 5% and AmpC detergent 0%.
For CNC(=O)C(C)NS(=O)(=O)c1ccc(F)cc1 (stereo not drawn) the results were AmpC no deterg -8%, TbPYK inhibitor -3%, HCMV antiviral 42, AMA1-RON2 inh -1%, LmPK inh 3%, HCV inhibitor 3% and AmpC detergent -1%.
Screening Cc1cccc(S(=O)(=O)NNC(=O)Cc2cccn2C)c1 returned AmpC no deterg -35%, TbPYK inhibitor -2%, HCMV antiviral 9, AMA1-RON2 inh -25%, LmPK inh 3%, HCV inhibitor 11% and AmpC detergent -5%.
For CC1C2CC(C(S(=O)(=O)N3CCOCC3)C2=O)C1(C)C (stereo not drawn) the results were AmpC no deterg 4%, TbPYK inhibitor 2%, HCMV antiviral 2, AMA1-RON2 inh 31%[activator], LmPK inh 5%, HCV inhibitor 30% and AmpC detergent inconclusive.
Screening CCOc1cc(N2CCOCC2)c(OCC)cc1NC(=O)c1ccccc1N1CCCC1=O returned TbPYK inhibitor -11%, HCMV antiviral -20 and AMA1-RON2 inh -6%.
Screening Cc1ccc(S(=O)(=O)N2CCCCC2CCNC(=O)C(=O)NC2CC2)cc1 (stereo not drawn) returned AmpC no deterg 0%, TbPYK inhibitor -6%, HCMV antiviral -25, AMA1-RON2 inh 4%, HCV inhibitor -21% and AmpC detergent 0%.
Screening CCOc1ccc(NC(=O)CCS(=O)(=O)c2ccc3c(c2)CCCN3C(=O)CC)cc1 returned AmpC no deterg 0%, TbPYK inhibitor 10%, HCMV antiviral 8, AMA1-RON2 inh 25%, LmPK inh 3%, HCV inhibitor -12% and AmpC detergent -6%.
For Cc1cc([N+](=O)[O-])nn1CC(=O)Nc1ccc(F)cc1 the results were AmpC no deterg 87%, TbPYK inhibitor -3%, HCMV antiviral inconclusive, AMA1-RON2 inh -20%, LmPK inh 2%, HCV inhibitor inconclusive and AmpC detergent -9%.
Screening Cc1ccc(S(=O)(=O)NCCN=C(CN2CCOCC2)NS(=O)(=O)c2ccc(C)cc2)cc1 returned AmpC no deterg 82%[activator], TbPYK inhibitor -1%, HCMV antiviral -13, AMA1-RON2 inh 2%, LmPK inh 1%, HCV inhibitor 9%&8% and AmpC detergent 0%.
`O=C(O)c1ccc(/C=N/NC(=O)C(O)(c2ccccc2)c2ccccc2)cc1` gave AmpC no deterg -10%, TbPYK inhibitor -5%, HCMV antiviral 19, AMA1-RON2 inh 8%, LmPK inh 4%, HCV inhibitor 15% and AmpC detergent -8%.
Screening CC(=O)Nc1cccc(NC(=S)Nc2cccc3ccccc23)c1 returned AmpC no deterg -34%, TbPYK inhibitor 1%, HCMV antiviral 71, AMA1-RON2 inh 75%[activator], LmPK inh -18%, HCV inhibitor -12% and AmpC detergent 0%.

Already shown: an excerpt of the list.
Screening CCOc1cc(N2CCOCC2)c(OCC)cc1NC(=O)c1ccccc1N1CCCC1=O returned TbPYK inhibitor -11%, HCMV antiviral -20 and AMA1-RON2 inh -6%.
Screening Cc1ccc(S(=O)(=O)N2CCCCC2CCNC(=O)C(=O)NC2CC2)cc1 (stereo not drawn) returned AmpC no deterg 0%, TbPYK inhibitor -6%, HCMV antiviral -25, AMA1-RON2 inh 4%, HCV inhibitor -21% and AmpC detergent 0%.
Screening CCOc1ccc(NC(=O)CCS(=O)(=O)c2ccc3c(c2)CCCN3C(=O)CC)cc1 returned AmpC no deterg 0%, TbPYK inhibitor 10%, HCMV antiviral 8, AMA1-RON2 inh 25%, LmPK inh 3%, HCV inhibitor -12% and AmpC detergent -6%.
For Cc1cc([N+](=O)[O-])nn1CC(=O)Nc1ccc(F)cc1 the results were AmpC no deterg 87%, TbPYK inhibitor -3%, HCMV antiviral inconclusive, AMA1-RON2 inh -20%, LmPK inh 2%, HCV inhibitor inconclusive and AmpC detergent -9%.
Screening Cc1ccc(S(=O)(=O)NCCN=C(CN2CCOCC2)NS(=O)(=O)c2ccc(C)cc2)cc1 returned AmpC no deterg 82%[activator], TbPYK inhibitor -1%, HCMV antiviral -13, AMA1-RON2 inh 2%, LmPK inh 1%, HCV inhibitor 9%&8% and AmpC detergent 0%.

Assay outcomes: PubChem, National Center for Advancing Translational Sciences (NCATS)

Rows were taken by chance. About 7.5% of those tested had a hit in this group.
